Compound activity deposited in PubChem BioAssay by several laboratories.
BoNT A protease: BoNT A light chain protease inhibition; multiplex microsphere protease substrate cleavage, flow cytometry; inhibition, % at 10 µM; 360,000 tested, 0.17% active; AID 588499; further: plate controls were buffer without enzyme for full effect and enzyme alone for no effect
PfHsp40 rescue: rescue of PfHsp40-mediated yeast toxicity; S. cerevisiae expressing PfHsp40, growth rescue, ATP luminescence; growth rescue, % at 12.5 µM; 340,000 tested, 0.68% active; AID 504582; in the data active means growth rescue above about 28%, passing the limit was not always enough; inconclusive means no clear call, values can overlap the other calls;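 further: yeast W303a lacking pdr1 and pdr3 grown in galactose medium; growth measured after three days at 30 °C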
BoNT F protease: BoNT F light chain protease inhibition. inhibition, % at 10 µM. 360,000 tested, 0.22% active. Multiplex microsphere protease cleavage assay, flow cytometry; in the data active means inhibition above about 35%, passing the limit was not always enough; inconclusive means no clear call, values can overlap the other calls; further: plate controls were buffer without enzyme for full effect and enzyme alone for no effect
TcdB inh: inhibitors of Clostridioides difficile toxin B glycohydrolase | AID 652162 | TcdB glycohydrolase enzymatic assay, plate reader | P18177 | inhibition, % at 9.99 µM | 350,000 tested, 0.24% active; in the data active means inhibition above about 10%
PrPC TRFRET: inhibitors of human cell surface prion protein PrPC | P04156 | 370,000 tested, 0.43% active | TR-FRET read-out | inhibition, % at 13.8 µM | AID 720596; in the data active means inhibition above about 24%; further: 0% = median of the test wells and 100% = reference compound wells
Anthrax LF inh2: anthrax lethal factor protease inhibition; P15917; multiplex microsphere protease cleavage assay, LF; inhibition, % at 10 µM; 360,000 tested, 0.12% active; AID 588501; further: plate controls were buffer without enzyme for full effect and enzyme alone for no effect
Target sequence (P15917 whole entry, looked up): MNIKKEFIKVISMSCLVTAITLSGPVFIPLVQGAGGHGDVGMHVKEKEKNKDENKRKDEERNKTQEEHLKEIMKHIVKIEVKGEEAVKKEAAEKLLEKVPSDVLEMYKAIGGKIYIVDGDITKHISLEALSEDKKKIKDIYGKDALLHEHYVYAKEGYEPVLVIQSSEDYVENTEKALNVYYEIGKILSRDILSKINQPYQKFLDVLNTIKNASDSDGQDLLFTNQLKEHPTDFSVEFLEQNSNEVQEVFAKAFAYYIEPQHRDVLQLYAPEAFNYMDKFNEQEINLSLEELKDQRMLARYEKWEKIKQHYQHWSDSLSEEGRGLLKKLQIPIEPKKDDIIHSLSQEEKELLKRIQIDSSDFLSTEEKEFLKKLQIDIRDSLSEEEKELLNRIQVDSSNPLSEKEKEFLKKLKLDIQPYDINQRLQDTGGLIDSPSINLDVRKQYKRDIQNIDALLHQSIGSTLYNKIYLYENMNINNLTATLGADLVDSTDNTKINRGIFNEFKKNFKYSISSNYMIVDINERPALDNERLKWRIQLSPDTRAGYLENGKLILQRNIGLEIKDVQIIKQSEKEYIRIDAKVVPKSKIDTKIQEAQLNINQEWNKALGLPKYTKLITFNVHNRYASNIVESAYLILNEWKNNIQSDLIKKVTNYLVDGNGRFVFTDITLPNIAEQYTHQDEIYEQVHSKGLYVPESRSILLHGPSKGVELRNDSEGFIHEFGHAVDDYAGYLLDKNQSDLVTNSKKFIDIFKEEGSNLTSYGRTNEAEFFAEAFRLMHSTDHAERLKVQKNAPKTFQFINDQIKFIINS
Y pestis TopoI: Y. pestis Topo-I inhibition via cleavage products. Y. pestis Topo-I cleavage product accumulation, plate reader. activity, % at 10 µM. 360,000 tested, 0.064% active. AID 504884; in the data active means activity above about 50%, passing the limit was not always enough; inconclusive means no clear call, values can overlap the other calls; further: inactives centre near 2
FadD28 binding: blocks FadD28 binding to the bisubstrate probe; fluorescence polarization; inhibition, % at 12.5 µM; 360,000 tested, 0.22% active; in the data active means inhibition above about 8.5%, passing the limit was not always enough; inconclusive means no clear call, values can overlap the other calls
CCHF vOTU inh: CCHFV vOTU protease inhibition; Pep-AMC fluorescence; 370,000 tested, 0.55% active; inhibition, % at 11.5 µM; in the data active means inhibition above about 30%; further: 0% = vehicle wells with enzyme and 100% = no enzyme wells
The depositor's hits bear a star; ? = inconclusive; nt = not tested or not shown. Unless noted, no stated cut-off is given here; in the data, active means inhibition above about 30%; inconclusive means no clear call, values can overlap the other calls; inactive means below that.

Under each structure: BoNT A protease	PfHsp40 rescue	BoNT F protease	TcdB inh	PrPC TRFRET	Anthrax LF inh2	Y pestis TopoI	FadD28 binding	CCHF vOTU inh
CC1CCCCC1NC(=O)Cn1nnc(-c2ccc(Cl)cc2)n1 (stereo not given)
  2.1	-0.6	1	1.3	-1	-7	-8	-1.9	1
O=C(O)c1cc(S(=O)(=O)Nc2ccc(N3CCCCC3)cc2)ccc1Cl
  -0.6	-0.1	-8	-75	7	-9	-11	-2.8	13
Cc1cc(=O)oc2cc(OCC(=O)OCC(=O)Nc3ccc4ccccc4c3)ccc12
  0.2	4.6	-3	nt	-1	1	16	-3.1	-6
CC(CC(=O)c1ccccc1)=NCC(O)CN=C(C)CC(=O)c1ccccc1 (stereo not given)
  -0.5	nt	-1	1.4	2	-2	23	-7.5	6
CCOC(=O)c1nn(-c2ccc3c(c2)CCN3C(C)=O)cc1O
  0.1	-0.9	-1	1.2	11	-2	0	-1.7	-88
CC(OC(=O)c1cccs1)C(=O)NCc1ccco1 (stereo not given)
  -0.7	-0.4	-6	nt	2	2	1	-3.0	-9
COc1ccccc1NS(=O)(=O)c1cc(C(=O)N2CCCC2)ccc1F
  4.0	5.3	2	2.7	3	1	5	-2.9	-9
COc1ccc2ccccc2c1/C=N\NC(=O)c1cccnc1
  nt	nt	nt	0.6	0	nt	-7	0.1	-2
O=C(c1cc2ccccc2o1)N1CCC(N2CCC(C(=O)N3CCCC3)CC2)CC1
  0.9	-0.8	6	0.3	-8	-1	-6	1.0	5
CCOc1ccc(C(=O)NC(=S)Nc2cccnc2)cc1
  0.1	-0.9	3	1.7	0	1	-9	-3.9	-3
O=C(O)c1cccc(N=NN2CCOCC2)c1
  0.4	-0.1	26	1.1	-6	-7	4	-2.2	-2
COC(=O)[C@@H](NC(=O)NC1CCCc2ccccc21)C(C)C (stereo not given in full)
  -0.7	0.5	3	nt	-4	-2	3	0.6	-2
N#Cc1cccc(-c2nnc(SCc3ccccc3C#N)o2)c1
  -0.7	-1.5	10	nt	-4	-4	-6	-3.6	-17
COc1ccc(C(N)=O)c(OCC(=O)Nc2cc(C)on2)c1
  0.5	0.2	4	0.5	-4	-9	-2	-3.6	-12
O=C(NCCc1ccccc1)c1ccc(Br)o1
  -0.4	?	2	1.3	1	-1	-4	-3.2	8
Cc1nc2ccccc2nc(C)c1=NOCc1ccc(Cl)cc1Cl
  -0.8	-0.7	-15	nt	-1	-1	48	-0.3	4
CC(C)(C)NC(=O)C(c1ccc(O)cc1)N(Cc1ccco1)C(=O)CCC(=O)Nc1ccccn1 (stereo not given)
  2.7	-1.8	1	-1.5	7	6	-10	1.5	-15
O=C(CSc1nncn1-c1ccccc1)NC1CCCC1
  2.3	0.1	8	0.2	-4	0	9	-4.4	5
COc1ccc(CN2CCC(n3nccc3NC(=O)CCOc3ccccc3)CC2)cc1C
  -0.2	1.6	0	0.1	3	0	-3	-2.0	-7
O=C(c1ccccc1)N1N=C(c2ccc(F)cc2)CC1(O)C(F)(F)F (stereo not given)
  -3.0	1.5	31	0.1	7	7	8	-1.4	-2
Cc1cc2nc3c(c(=O)n2[nH]1)CCCC3
  1.0	-0.2	2	nt	3	4	-1	-1.0	3
CCOc1ccccc1/C=N/NC(=O)c1cccc(S(=O)(=O)N(CC)CC)c1
  -1.9	0.2	-6	3.3	5	-6	-6	-0.4	-11
Cc1ccc(/C=N/n2c(COc3ccccc3)n[nH]c2=S)cc1
  -1.7	0.4	-9	0.2	-6	-6	13	nt	9
CC(NC(=O)c1ccc(Br)o1)c1ccc(-n2ccnc2)cc1 (stereo not given)
  -0.2	-1.3	6	0.4	7	6	1	-1.1	-3
CN(C)CCNC(=O)Cc1ncc(C(F)(F)F)cc1Cl
  -0.4	-0.3	4	2.1	1	-1	-3	-0.1	-3
Cc1cc(C)nc(Nc2cccc(C(F)(F)F)c2)n1
  0.2	-1.1	-32	0.7	6	3	3	1.4	6
COc1ccccc1N1CCN(C(=O)c2ccccc2N(C)S(=O)(=O)c2ccc(C)cc2)CC1
  -4.9	-0.4	-7	2.1	6	3	18	-0.6	21
NS(=O)(=O)c1ccc(NC(=O)CN2CCN(S(=O)(=O)c3cccs3)CC2)cc1
  0.4	nt	-2	1.2	0	1	-12	-5.8	-7
Cc1nn(CC(=O)N2CCN(C)CC2)c(=O)c2c1sc1ccccc12
  -1.1	-1.1	-4	1.5	3	1	1	-0.4	19
COc1ccc(C(=O)NCc2nnc(SCC(=O)N3CCCC3)o2)cc1
  0.9	-0.3	4	2.0	-1	2	7	-4.2	8

Ordered by length of the SMILES (ascending): three of the compounds above.
Under each structure: BoNT A protease	PfHsp40 rescue	BoNT F protease	TcdB inh	PrPC TRFRET	Anthrax LF inh2	Y pestis TopoI	FadD28 binding	CCHF vOTU inh
CCOc1ccc(C(=O)NC(=S)Nc2cccnc2)cc1
  0.1	-0.9	3	1.7	0	1	-9	-3.9	-3
COc1ccccc1NS(=O)(=O)c1cc(C(=O)N2CCCC2)ccc1F
  4.0	5.3	2	2.7	3	1	5	-2.9	-9
Cc1cc(=O)oc2cc(OCC(=O)OCC(=O)Nc3ccc4ccccc4c3)ccc12
  0.2	4.6	-3	nt	-1	1	16	-3.1	-6

Remaining list, next part
Under each structure: BoNT A protease	PfHsp40 rescue	BoNT F protease	TcdB inh	PrPC TRFRET	Anthrax LF inh2	Y pestis TopoI	FadD28 binding	CCHF vOTU inh
CNC(=S)Nc1cc(Cl)ccc1Oc1ccccc1
  0.4	4.1	2	3.4	-2	0	2	-3.9	2
COc1ccc(NC(=O)CCC(=O)N2CCN(S(=O)(=O)c3ccc(C)cc3)CC2)c(OC)c1
  -0.9	1.1	-27	1.5	5	-6	9	-0.6	13
COc1ccc(C(=O)/C=C\c2ccc(NC(=O)c3cccs3)cc2)cc1
  0.2	-0.1	-2	nt	0	-7	-1	-8.2	-7
Cc1nn(-c2cc(N3CCCCC3)ccc2N)c(=O)c2ccccc12
  ?	0.5	0	nt	-7	0	5	-2.3	-11
CC(=O)c1cccc(NC(=O)CCN2C(=O)C3CC=CCC3C2=O)c1 (stereo not given)
  -0.5	1.6	0	2.4	-4	8	0	-0.3	1
Cc1cc(C)c(C(=O)CSc2nnc(N)s2)c(C)c1
  -0.7	0.1	-5	2.2	7	-10	5	-0.8	-12
COc1cccc(NC(=S)N(CCc2c(C)[nH]c3ccccc23)Cc2cccs2)c1
  -0.1	2.4	-10	1.3	1	-5	-10	-0.5	6
COc1ccc([C@H]2C[C@@H](O)[C@H](n3cc(COC(=O)c4ccccc4)nn3)CN2C(=O)C2CCCCC2)cc1
  -0.2	nt	-5	0.5	3	-6	27	-3.0	7
O=C(/C=C/c1ccco1)NCC(=O)N/N=C/c1ccc([N+](=O)[O-])cc1
  -0.4	-0.2	0	1.0	-22	1	-9	-3.7	-8
O=C(NC1CC2CCC1C2)C1COc2ccccc2O1 (stereo not given)
  -0.4	-1.1	-18	nt	3	-5	-6	-2.8	1
COC(=O)CCc1c(COC(C)=O)[nH]c(C(=O)OCc2ccccc2)c1C
  0.7	0.3	-9	2.5	-6	-2	39	-2.1	13
CCOC(=O)Cn1cnc2c(nnn2-c2cccc(OC)c2)c1=O
  -1.8	-1.1	-17	0.9	2	4	10	-0.5	0
Cc1cccc(N(CC(=O)NCc2ccc(F)cc2)C(=O)c2csnn2)c1C
  -0.2	0.7	-5	0.4	2	0	-6	-2.4	-7
COc1ccc(-c2c(-c3cc(OC)cc(OC)c3)n(C)c3ccc(-c4cnc(OC)nc4)cc23)cc1
  -0.1	-1.2	2	1.7	2	-2	14	-2.7	27
CCOC(=O)C1(Cc2ccccc2C)CCCN(C(=O)CCC(=O)OC)C1 (stereo not given)
  -1.4	-0.5	9	1.8	-5	2	17	-3.0	0
O=[N+]([O-])c1cc(Cl)cc(/C=N/n2cnnc2)c1O
  -1.3	-0.7	-3	0.4	-6	-3	24	-0.7	0
Cc1nc2ccc(N3C(=O)CCC3=O)cc2[nH]1
  0.2	-0.9	5	nt	-1	2	-5	-3.7	20
O=c1c2ccccc2nc(-c2ccccc2)n1-c1ccccc1
  -6.7	-0.9	?	1.1	-14	-10	7	-2.7	-4
O=C(CN1CCN(C(=O)c2ccco2)CC1)Nc1ccccc1-c1ccccc1
  1.0	-0.8	18	nt	2	-2	27	-2.1	-8
O=C(CN1C(=O)/C(=C\c2ccc(C(F)(F)F)cc2)Sc2ccccc21)NCc1ccco1
  0.2	-0.6	9	nt	6	-2	6	-2.4	-4
CCN1CCN(C(=O)c2cc3c(=O)n4ccccc4nc3s2)CC1
  3.0	2.9	-3	0.5	-25	3	9	0.2	-192
Cc1cc(=O)n(C2CCS(=O)(=O)C2)[nH]1 (stereo not given)
  -0.8	-0.9	-5	-5.4	-4	-7	-1	-0.7	57*
O=C(O)c1cccc(S(=O)(=O)NCCC(c2ccccc2)c2ccccc2)c1
  -0.1	0.2	-1	-1.6	-3	0	-9	-0.9	16
CCCCNC(=O)[C@@H]1CC=C[C@@H]2CCN(Cc3ccc(Cl)c(Cl)c3)C(=O)[C@@H]21
  -0.4	-0.1	10	0.2	1	3	31	-2.5	3
Cc1csc(SCC(=O)Nc2cccc3nsnc23)n1
  2.4	-0.6	-5	nt	4	2	-6	-2.6	3
Cc1ccnc(Nc2nc(-c3ccc(Cl)cc3)cs2)c1
  0.7	-0.6	13	0.5	5	7	0	-0.6	3
O=C(CN(Cc1ccco1)S(=O)(=O)c1ccccc1)N/N=C/c1cccc(O)c1
  -0.3	-0.9	10	nt	-8	-5	-5	-2.1	11
CCc1ccc(NC(=O)c2ccc(OC)c([N+](=O)[O-])c2)cc1
  0.2	1.8	-4	nt	-16	-1	-5	-3.2	1
CC(=O)Nc1ccc(N2CC(C)(C)C2=O)cc1
  -0.7	-0.1	3	3.1	4	0	4	0.0	2
CCc1ccccc1NC(=S)N(CCCN1CCOCC1)Cc1ccccn1
  0.0	-1.5	-2	nt	-3	-2	3	-3.3	8

Later entries.
Under each structure: BoNT A protease	PfHsp40 rescue	BoNT F protease	TcdB inh	PrPC TRFRET	Anthrax LF inh2	Y pestis TopoI	FadD28 binding	CCHF vOTU inh
Cc1cccc([N+](=O)[O-])c1NC(=O)COC(=O)C1CCCO1 (stereo not given)
  -0.2	0.6	3	-0.7	5	-4	-1	-0.8	-8
COC(=O)c1ccc(SC)cn1
  -0.8	0.2	1	0.8	1	-2	-2	1.5	11
OC(c1ccc(F)c(F)c1)c1nc(-c2cc(F)cc(F)c2)cs1 (stereo not given)
  -0.4	nt	-4	1.0	-1	0	-7	-2.7	2
O=C(CN(Cc1ccco1)C(=O)CNS(=O)(=O)c1ccc(Cl)cc1)NCC1CCCO1 (stereo not given)
  -0.4	0.8	-4	1.0	3	5	-2	-1.6	6
CCC(=O)N1N=C(c2ccc(NS(=O)(=O)c3ccccc3)cc2)CC1c1ccco1 (stereo not given)
  -1.4	0.7	-1	-0.9	5	-5	-6	0.3	-6
O=C(CN1CCC(C(=O)c2ccc(Cl)cc2)CC1)Nc1ccc2c(c1)OCCO2
  -0.6	-0.1	-3	nt	9	-2	23	-0.1	6
O=C(CN1C(=O)c2ccccc2S1(=O)=O)c1ccc2c(c1)OCCO2
  nt	-0.4	nt	0.8	-8	nt	1	-2.8	1
O=C(NCc1ccc(F)cc1)c1ccc(S(=O)(=O)N2CCCC2)cc1
  0.1	nt	2	0.8	7	-2	3	-3.0	-5
COc1ccc(S(=O)(=O)CCC(=O)Nc2c(C)n(C)n(-c3ccccc3)c2=O)cc1
  -0.1	-1.4	8	nt	3	1	-5	-1.1	5
Cc1ccc(-n2nc3c(c2NC(=O)c2c(-c4ccccc4Cl)noc2C)CS(=O)(=O)C3)c(C)c1
  ?	0.5	-3	-0.2	1	-2	30	-2.6	0
COc1ccc(NC(=O)c2cccc(N3C(=O)C4C5C=CC(C6CC56)C4C3=O)c2)c(OC)c1 (stereo not given)
  12	0.9	23	3.2	15	7	16	-3.5	1
Cc1ccc(Cc2c(-c3ccc(Cl)cc3)nc3c(C)cc(Br)cn23)cc1
  0.7	nt	-4	-0.4	8	-5	nt	-4.4	10
CCOC(=O)c1[nH]c(=S)n(Cc2ccccc2)c1C(=O)OCC
  0.4	0.1	14	9.1	-5	-7	-6	4.0	16
CC(=NNC(=S)Nc1cccc(Cl)c1)c1ccccn1
  10	?	63*	-2.0	5	41*	9	-3.7	30*
